Bioassay records as filed in PubChem BioAssay.
APJ antag – blocks the human apelin receptor APJ | inhibition, % at 20 µM | hit rate 0.32% among 330,000 | P35414 | CHO-K1 APJ beta-arrestin complementation, luminescence;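 active means inhibition above about 40% at 20 µM, limit read from the data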;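 further: cells challenged with 10 nM apelin-13 agonist together with compound; plate controls were apelin-13 plus DMSO wells for no effect and DMSO wells lacking apelin-13 for full effect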
Target sequence (P35414 whole entry, looked up): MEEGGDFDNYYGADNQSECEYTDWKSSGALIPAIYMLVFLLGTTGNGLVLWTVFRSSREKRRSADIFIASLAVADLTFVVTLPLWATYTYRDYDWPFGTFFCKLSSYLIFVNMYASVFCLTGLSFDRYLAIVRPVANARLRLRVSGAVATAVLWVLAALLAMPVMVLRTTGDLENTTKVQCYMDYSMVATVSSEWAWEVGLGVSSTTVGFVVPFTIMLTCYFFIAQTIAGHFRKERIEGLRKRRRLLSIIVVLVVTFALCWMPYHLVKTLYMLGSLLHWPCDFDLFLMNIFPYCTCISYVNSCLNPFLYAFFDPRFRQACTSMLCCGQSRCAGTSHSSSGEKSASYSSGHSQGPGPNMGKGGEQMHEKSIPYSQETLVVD
CCR6 antag – CCR6 (human) receptor antagonism; CHO-K1 CCR6 PathHunter beta-arrestin, luminescence, CCL20-stimulated; hit rate 0.49% among 340,000; inhibition, % at 20 µM; P51684;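 active means compounds whose inhibition of the agonist-driven luminescence signal at 20 µM reaches about 50%, limit read from the data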;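 further: cells stimulated with CCL20 at 14 nM final; plate controls were DMSO with CCL20 for no effect and DMSO without agonist for full effect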
697 NFkB inh – inhibitors of the PMA/ionomycin-induced NF-kB reporter in 697 B cells; AID 435022; 697 B-cell NF-kB luciferase reporter, 16 h; inhibition, % at 4 µM; hit rate 0.33% among 330,000; in the data active means inhibition above about 35%
EBI2 block – blocks human EBI2 receptor beta-arrestin signaling | P32249 | EBI2 beta-arrestin recruitment, luminescence, 7a,25-OHC stimulated | inhibition, % at 5 µM | hit rate 0.81% among 360,000; in the data active means inhibition above about 38%;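 further: enzyme fragment complementation signal reports receptor beta-arrestin coupling in cells; 0% = agonist plus DMSO wells and 100% = wells without agonist; some results beyond the cut were filed as inactive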
CXCR6 block – blocks human CXCR6 beta-arrestin recruitment | O00574 | CHO-K1 PathHunter CXCR6 beta-arrestin, luminescence | inhibition, % at 20 µM | hit rate 0.36% among 360,000 | AID 602244; in the data active means inhibition above about 34%, passing the limit was not always enough;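 further: antagonist mode with CXCL16 agonist at 10 nM final; 0% = 10 nM CXCL16 with DMSO and 100% = unstimulated wells without agonist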
Target sequence (O00574 whole entry, looked up): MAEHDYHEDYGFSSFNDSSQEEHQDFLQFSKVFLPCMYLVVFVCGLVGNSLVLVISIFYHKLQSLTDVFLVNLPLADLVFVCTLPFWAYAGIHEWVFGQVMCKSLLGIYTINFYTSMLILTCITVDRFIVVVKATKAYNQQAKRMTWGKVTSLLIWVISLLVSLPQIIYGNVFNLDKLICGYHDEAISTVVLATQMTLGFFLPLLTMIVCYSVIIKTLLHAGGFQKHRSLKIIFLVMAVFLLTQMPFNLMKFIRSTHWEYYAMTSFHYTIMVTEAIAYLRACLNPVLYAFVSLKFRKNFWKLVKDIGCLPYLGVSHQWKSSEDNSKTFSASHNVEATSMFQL
UBC13 polyUb – inhibitors of human UBC13 polyubiquitin chain formation | P61088 | TR-FRET | inhibition, % at 20 µM | hit rate 0.47% among 330,000 | AID 485273; in the data active means inhibition above about 45%, passing the limit was not always enough; inconclusive means no clear call, values can overlap the other calls
Target sequence (P61088 whole entry, looked up): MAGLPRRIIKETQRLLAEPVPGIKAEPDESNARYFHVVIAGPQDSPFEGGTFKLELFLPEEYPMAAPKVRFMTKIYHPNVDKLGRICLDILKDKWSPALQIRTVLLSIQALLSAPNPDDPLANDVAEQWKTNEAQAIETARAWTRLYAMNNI
Jurkat NFkB inh – lowers PMA/ionomycin-induced NF-kB signal in Jurkat cells; PMA/ionomycin-induced NF-kB luciferase reporter, luminescence; inhibition, % at 4 µM; hit rate 0.53% among 330,000; in the data active means inhibition above about 50%
Gli-Sufu block – Gli-Sufu pathway antagonism | inhibition, % at 5 µM | AID 588413 | hit rate 0.74% among 340,000 | Sufu-KO-LIGHT fibroblasts, Gli luciferase reporter luminescence;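 active means inhibition above about 55%, limit read from the data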;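 further: 0% = DMSO-treated cells and 100% = wells with medium but no cells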
* hit, by the source's call; ? = inconclusive; · = not tested or not shown.

SMILES	APJ antag	CCR6 antag	697 NFkB inh	EBI2 block	CXCR6 block	UBC13 polyUb	Jurkat NFkB inh	Gli-Sufu block
Cc1cc(=O)[nH]c(N/N=C/c2ccc(Cl)c([N+](=O)[O-])c2)n1	-8	8	22	13	-22	-16	4	0
O=C(CCCN1C(=O)/C(=C/c2cccs2)SC1=S)Nc1cccc(C(=O)O)c1	14	-1	9	3	1	-5	4	0
O=C(CC1SCCNC1=O)Nc1ccc(Cl)cc1 (stereo not drawn)	5	-14	-14	1	-2	11	-11	-17
CCOC(=O)c1nnn(-c2nonc2N)c1-c1ccc(C)cc1	0	-9	-1	-5	-2	12	3	-38
CC(=O)c1cc(-c2ccccc2)n(CC(=O)Nc2cccc(C)c2)c1C	-26	4	3	-49	8	1	6	13
COc1ccc2c(c1)c1nc(SCC(C)C)n(CCO)c(=O)c1n2C	15	3	7	-1	9	5	0	17
COc1ccccc1C(=O)Nc1cc(C)ccc1NC(=O)c1ccco1	1	6	-2	-3	-2	-2	12	-18
CCCCCC(=O)N1CCN(S(=O)(=O)c2ccc3c(c2)OCCO3)CC1	-6	5	14	2	-4	2	21	-1
Cc1cc(C)c(C(=O)Cn2nc(C(=O)O)c3ccccc3c2=O)cc1C	-1	6	3	-1	-2	5	6	0
CC(=O)c1cccc(NC(=O)NNC(=O)CCC(=O)Nc2ccc(C)c(C)c2)c1	6	-11	12	-6	1	6	9	15
O=C(COC(=O)c1ccccc1Cc1ccccc1)Nc1ccc(SC(F)F)cc1	·	17	·	12	-4	·	·	-64
CSc1nc(-c2ccccc2)c(-c2ccccc2)[nH]1	8	-5	-12	8	1	5	2	4
O=C(Nc1ccc(Cl)c(Cl)c1)C1CCCCC1	3	6	5	6	-15	13	-11	-9
Cn1c(=O)c2c(nc(CN3CCN(c4ccccc4)CC3)n2Cc2ccccc2Cl)n(C)c1=O	·	14	·	9	12	·	·	11
COc1cc2c(C#N)c(N3CCOCC3)nc(N)c2c(N)n1	-1	-23	4	-6	5	9	-4	3

Three entries from above, arranged by their value in APJ antag, ascending.
| Compound | APJ antag | CCR6 antag | 697 NFkB inh | EBI2 block | CXCR6 block | UBC13 polyUb | Jurkat NFkB inh |
| --- | --- | --- | --- | --- | --- | --- | --- |
| COc1cc2c(C#N)c(N3CCOCC3)nc(N)c2c(N)n1 | -1 | -23 | 4 | -6 | 5 | 9 | -4 |
| CC(=O)c1cccc(NC(=O)NNC(=O)CCC(=O)Nc2ccc(C)c(C)c2)c1 | 6 | -11 | 12 | -6 | 1 | 6 | 9 |
| COc1ccc2c(c1)c1nc(SCC(C)C)n(CCO)c(=O)c1n2C | 15 | 3 | 7 | -1 | 9 | 5 | 0 |

More records.
SMILES	APJ antag	CCR6 antag	697 NFkB inh	EBI2 block	CXCR6 block	UBC13 polyUb	Jurkat NFkB inh	Gli-Sufu block
CC(NC(=O)c1ccccc1)C(=O)OCC(=O)Nc1cccc(S(=O)(=O)N2CCCC2)c1 (stereo not drawn)	·	-5	·	-7	6	·	·	4
O=C(Nc1ccc(Cl)cc1)Nc1ccc(Cl)c(Cl)c1	11	-16	-99	·	·	11	-77	-68
N#Cc1c(N)nc2c(c1-c1ccncc1)CCCCCC2	6	-8	-27	-3	-6	6	7	·
CCOc1ccccc1NC(=O)NCc1ccc2c(c1)OCO2	-3	5	12	-5	-4	3	-5	-11
CCOC(=O)CN(C(=O)CSc1nnc(CNc2ccc(F)cc2)n1C)c1ccccc1	-16	8	-9	15	-3	6	-4	-9
CCN(Cc1ccccc1)c1ccc(/C=N/N=C(N)N)cc1	-26	14	-37	-14	-16	43	61*	23
Cn1nc(C(=O)OCc2ccccc2F)c2ccccc2c1=O	4	-12	-3	-3	-1	-8	-7	-2
Cc1ccc2cc(CN(c3ccccc3C)S(=O)(=O)c3ccccc3)c(=O)[nH]c2c1	19	9	-46	6	6	-2	-5	48
CC(C)CN1C(=O)c2ccc(C(=O)Nc3ccc(O)cc3C(=O)O)cc2C1=O	33	7	14	1	3	-6	4	1
Cc1cc(C)n(Cc2cccc(C(=O)N/N=C/c3cccnc3)c2)n1	1	5	-10	4	-16	-4	5	-9
ON=C1CCCC2CCCCC12 (stereo not drawn)	·	0	·	-12	2	·	·	10
CCOc1ccc(N(C(C)C(=O)NC(C)CC)S(C)(=O)=O)cc1 (stereo not drawn)	-16	5	9	-5	2	-11	-6	3
CCOCc1nnc(NC(=O)c2ccco2)s1	5	-5	9	-11	6	4	-5	0
CC(NC(=O)c1ccc(S(=O)(=O)N(C)C)cc1)c1ccc(-n2ccnc2)cc1 (stereo not drawn)	9	2	5	3	0	4	18	29
COc1ccc(/C=C(\C#N)C(=O)OCC(=O)NC(C)c2ccccc2)cc1 (stereo not drawn)	3	-13	14	11	6	4	2	2
Cc1ccc(C(C)C)c(OCC(=O)NCC(c2cccs2)N2CCOCC2)c1 (stereo not drawn)	-18	10	-25	-2	3	2	21	42
CC1=CC(=C(C#N)C#N)C=C(C)N1CCN1CCN(C(=O)Nc2ccc(Cl)c(Cl)c2)CC1	1	6	15	16	0	20	14	27
N#Cc1ccc(Oc2ccc(S(=O)(=O)N3CCCCC3)cn2)cc1	-4	-2	-17	28	0	-9	-5	-3
Cc1ccc(C(=O)CC(=O)COc2ccc(Cl)cc2)cc1	4	17	0	39	17	0	-8	-5
O=C(c1cccs1)c1coc2ccc(O)c(CN(CCO)CCO)c12	6	4	19	-4	3	-5	-3	-20
COc1cc2[nH]c(=S)nc(NCC3CCCO3)c2cc1OC (stereo not drawn)	2	13	21	-5	0	-7	4	9
N=c1sccn1CC(=O)Nc1ccc2c(c1)CCC2	8	13	6	-10	-2	0	21	7
Cc1ccc(-n2ncc3c2CC(C)(C)CC3NC(=O)CN2CCCC2=O)cc1 (stereo not drawn)	6	-2	-1	-5	-10	-1	-6	10
CCOC(=O)Nc1ccc(S(=O)(=O)Nc2cc(C)on2)cc1	6	-8	15	-2	3	-7	-2	4
O=C(c1cnn2c(C(F)F)cc(C3CC3)nc12)N1CCOCC1	12	-7	20	-8	6	8	0	2
CN1CCCN(C(=O)c2cccc3ccccc23)CC1	-2	1	12	-8	-8	-1	8	-6
Cc1ccccc1NC(=O)CCNS(=O)(=O)c1cccc2nsnc12	-24	5	28	16	4	-2	-3	-19
COCCNC(=O)CN(C(=O)c1ccc(N2CCCC2)nc1)c1ccc(Cl)cc1	-9	7	3	2	8	-7	1	30
CC(CCc1ccccc1)NC(=O)c1ccc(-n2cncn2)c([N+](=O)[O-])c1 (stereo not drawn)	-12	-8	6	0	-4	-1	9	1
Cc1c(C(=O)NCc2ccccc2)cnn1-c1ccccc1	8	13	3	-3	-7	5	-11	-11
C/C(=N\NC(=O)CN(c1ccccc1)S(C)(=O)=O)c1ccccc1O	-13	15	20	0	9	-11	11	-23
CCCCN(C(=O)/C=C/c1ccc(OCC(C)C)c(OCC)c1)c1c(N)n(CCC)c(=O)[nH]c1=O	5	8	5	-3	11	-12	-2	15
O=C(NCC1CCCO1)c1cc(-c2ccncc2)nc2ccccc12 (stereo not drawn)	1	-7	-23	-10	-3	-12	-12	-24
CC(=O)c1ccc(N2CCN(C(=O)c3nn(Cc4ccccc4)c(=O)c4ccccc34)CC2)cc1	6	12	-2	15	0	-6	-12	18
COc1ccc(CCN2CC(C(=O)N3CCSCC3)CCC2=O)cc1 (stereo not drawn)	-3	20	-1	17	3	3	10	0
c1ccc(COc2ccc(OCCOCCn3cncn3)cc2)cc1	0	4	-148	-12	-1	-7	-103	-74
CCOc1ccc(C(=O)c2ccc([N+](=O)[O-])cc2Cl)cc1	-69	-4	11	6	-17	-4	2	-9
O=C(Nc1ccc(Cl)cc1)OCCN1CCOCC1	·	7	·	-1	7	·	·	-11
CCN(C(=O)COC(=O)CC1CCCCC1)c1c(N)n(Cc2ccccc2)c(=O)[nH]c1=O	-9	-3	-11	-6	3	3	-6	0
C=CCN(CC=C)S(=O)(=O)c1ccc(NC(=S)NC(=O)c2ccco2)cc1	14	33	-12	24	16	-4	9	0
CCN1C(=O)C(CC(=O)Nc2ccc(OC)cc2)N(CCc2ccc(F)cc2)C1=S (stereo not drawn)	5	5	9	3	-8	6	5	-3
COC(=O)c1ccc(CNC(=O)COc2ccccc2Br)o1	11	8	14	-7	-4	2	18	2
Cc1ccc(NC(=O)COc2ccccc2C=O)cc1Cl	-2	-3	-123	8	2	-4	-113	-63
Cc1c(C#N)c(O)[nH]c(=O)c1N=Nc1ccc(Br)cc1C(=O)O	·	16	·	-4	12	·	·	25
Cc1cccc(C)c1OCCNC(=O)C(=O)NCc1ccco1	-7	11	-122	-4	-1	-3	67*	6
CC1(C)Oc2c(ccc(O)c2CN2CCOCC2)C2=C1CCCC2	·	21	·	14	-14	·	·	27
Cc1ccccc1-n1nnnc1SCc1ncc(-c2ccccc2)o1	9	27	-5	5	3	-1	-20	0
COC(=O)CN(c1ccc2c(c1)OCCO2)S(=O)(=O)c1ccccc1	9	1	0	5	0	8	1	3
CC(Cl)C(=O)c1c(N)n(C)c(=O)n(C)c1=O (stereo not drawn)	29	-6	-5	0	-1	-6	-31	6
O=C(/C=C/c1cccc([N+](=O)[O-])c1)NCc1ccccc1	8	-1	11	-4	-3	12	12	0
COC(=O)C1=C(N)OC2=C(C(=O)CC(C)(C)C2)C1c1ccoc1 (stereo not drawn)	1	1	13	13	-4	4	4	-3
COc1ccc(C(=O)Nc2ccc3c(c2)nc(CCNC(C)=O)n3C)cc1	12	1	-22	-3	6	8	-55	-11
CC1CCCCC1NC(=O)COC(=O)c1ccc2ccccc2n1 (stereo not drawn)	-17	5	9	3	-15	-7	2	2
Nc1ccc(O)c(-c2nc3ccccc3s2)c1	-5	8	-73	0	15	-18	-16	-8
CN1C[C@@H]2C(c3ccc(C(F)(F)F)cc3)C3(c4ccc(C#N)cc4)CC2(C3)[C@H]1c1ccccc1 (stereo partly drawn)	20	11	-27	1	5	18	-11	11
CCc1ccc(NC(=O)c2sc3nc(C)nc(N4CCN(c5ccccn5)CC4)c3c2C)cc1	8	11	0	14	8	?	11	19
Cc1ccc(N2CCN(C(=O)c3ccccc3Br)CC2)c(C)c1	-22	4	-15	0	-3	-12	-16	5
CC1(C)CC(=O)C2=C(C1)N(c1ccc(F)cc1)C(=O)CC2c1ccsc1 (stereo not drawn)	1	-11	6	1	-4	-4	-2	0
OCC1(CCOc2ccccc2)CCN(Cc2ccc3cccc(F)c3n2)CC1	3	-1	7	0	7	7	2	17
CCOc1ccccc1NC(=O)CCNC(=O)c1ccc(Cl)cc1	-11	-2	7	12	8	4	-5	-4

The list goes on, overlapping the part above by three compounds.
SMILES	APJ antag	CCR6 antag	697 NFkB inh	EBI2 block	CXCR6 block	UBC13 polyUb	Jurkat NFkB inh	Gli-Sufu block
CC1(C)CC(=O)C2=C(C1)N(c1ccc(F)cc1)C(=O)CC2c1ccsc1 (stereo not drawn)	1	-11	6	1	-4	-4	-2	0
OCC1(CCOc2ccccc2)CCN(Cc2ccc3cccc(F)c3n2)CC1	3	-1	7	0	7	7	2	17
CCOc1ccccc1NC(=O)CCNC(=O)c1ccc(Cl)cc1	-11	-2	7	12	8	4	-5	-4
CN(CC(=O)Nc1ccc(F)c(Cl)c1)S(=O)(=O)c1cccc2nsnc12	3	10	-1	10	-6	1	6	3
Brc1ccc(OCCn2ccnc2)cc1	7	9	-14	-3	5	-5	-4	5
Cc1ccccc1NC(=O)c1ccc2c(c1)C(=O)N(CC(C)C)C2=O	-16	9	7	7	6	-11	-20	-1
CN(Cc1ccccc1)C(=O)c1nc2ccccn2c1CNCCCOc1cccnc1	3	6	2	0	0	-1	-2	8
Cc1cc(-c2nnc(CCC(=O)N(C)CCc3ccccc3)o2)no1	15	5	-8	1	-4	-6	-14	3
COc1cccc(CN(C)C(=O)c2ccc(Cl)c(S(=O)(=O)N3CCCCCC3)c2)c1OC	·	21	·	14	4	·	·	2
COc1ccc(-c2nnc(SCC(=O)Nc3ccc(C)cc3)n2C)cc1	-15	-6	13	8	-2	-3	-5	0
CC(C)CNC(=O)C(=O)NN=C1CCCCCC1	-35	14	12	-16	-8	3	2	-6
COc1cc(NC(=O)CN2C(=O)C(=O)N(C3CCCC3)C2=O)cc(OC)c1	-12	2	-20	-16	-2	2	0	-5
COc1cc(NC(=O)COc2ccc(-n3cnnn3)cc2)cc(OC)c1OC	3	-17	13	0	4	12	1	-1
CCCCn1c(-c2ccoc2C)n[nH]c1=S	2	-9	27	-5	2	1	11	-3
